TIM10 inh: growth inhibitors of isogenic TIM10 control yeast, primary screen, counter-screen for tim10-1 yeast inhibitor project, luminescence, uHTS. hit rate 1.4% among 330,000. inhibition, % at 10 µM. S. cerevisiae TIM10 strain growth, BacTiter-Glo luminescence, 24 h;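 active = inhibition of 40% or more at the single tested concentration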;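 note: wild-type TIM10 isogenic control strain grown at permissive 25 °C; 0% = DMSO yeast wells and 100% = minimal medium wells without yeast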
APOBEC3G inh: APOBEC3G DNA deaminase inhibitors, primary screen, biochemical, fluorescence, single-stranded DNA substrate, uHTS. recombinant A3G, ssDNA deamination FAM/TAMRA fluorescence. inhibition, % at 20 µM. hit rate 0.28% among 330,000;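 active = inhibition of at least 40% at 20 µM, with no more than 30% in the related APOBEC3A deaminase screen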;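 note: plate controls were DMSO wells with A3G for no effect and wells lacking A3G enzyme for full effect; some compounds called inactive have numbers as strong as hits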
mIAP inh: inhibitors of mouse IAP, primary screen, biochemical, luminescence, uHTS. intestinal alkaline phosphatase [Mus musculus]. purified mouse IAP, CDP-Star luminescence, 30 min. inhibition, % at 10 µM. hit rate 0.2% among 330,000. AID 2806, 2010;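 active = inhibition of at least 40% at 10 µM in the primary screen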;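 note: plate controls were DMSO with enzyme for no effect and no enzyme wells for full effect; values of inactives mirror those of a sister screen read the other way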
mIAP activ: activators of mouse IAP, primary screen, biochemical, luminescence, uHTS; AID 2805, 2010; intestinal alkaline phosphatase [Mus musculus]; hit rate 0.24% among 330,000; activation factor at 10 µM; muIAP, CDP-Star luminescence, 30 min; active compounds read high; 1 = vehicle-only enzyme signal, 0 = enzyme-free wells;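 active = activation factor of at least 2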; note: the source names both 10 and 20 µM as test concentration; values of inactives mirror those of a sister screen read the other way
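Assay system: mouse IAP enzyme; Reagent: CDP-Star chemiluminescent phosphatase substrate; Compound: DMSO-dissolved test compounds; Incubation: 30 min, room temperature; Technique: luminescence from enzymatic CDP-Star hydrolysis; Controls: DMSO-only wells and no-enzyme negative control.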
hIAP inh: human IAP inhibitors, primary screen, biochemical, luminescence, uHTS. inhibition, % at 10 µM. Intestinal-type alkaline phosphatase (Homo sapiens), P09923. hit rate 0.12% among 330,000. purified IAP, CDP-Star luminescence, 30 min;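 active = inhibition reaching a set limit with compound at 10 µM in the primary screen, cut at about 35% in these data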;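 note: plate controls were DMSO wells with enzyme for no effect and no-enzyme buffer wells for full effect; values of inactives mirror those of a sister screen read the other way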
Target sequence (P09923 whole entry, looked up): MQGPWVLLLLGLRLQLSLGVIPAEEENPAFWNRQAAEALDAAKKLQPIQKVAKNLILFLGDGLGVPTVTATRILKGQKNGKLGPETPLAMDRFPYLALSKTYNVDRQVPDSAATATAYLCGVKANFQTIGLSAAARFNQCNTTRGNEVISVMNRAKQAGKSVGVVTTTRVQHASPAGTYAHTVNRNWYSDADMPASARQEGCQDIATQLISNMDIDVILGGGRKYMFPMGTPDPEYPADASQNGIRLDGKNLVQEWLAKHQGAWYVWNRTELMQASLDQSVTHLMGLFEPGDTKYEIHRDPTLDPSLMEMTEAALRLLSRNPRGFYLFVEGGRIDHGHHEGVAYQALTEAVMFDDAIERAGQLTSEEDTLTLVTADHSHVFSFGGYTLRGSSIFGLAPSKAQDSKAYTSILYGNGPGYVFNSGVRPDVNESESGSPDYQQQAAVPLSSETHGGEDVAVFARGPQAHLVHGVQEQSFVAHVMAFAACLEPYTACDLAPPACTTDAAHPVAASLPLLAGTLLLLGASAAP
NALP3 yeast inh: NALP3 inflammasome inhibitors in reconstituted yeast, primary screen, luminescence, uHTS | Yeast reconstituted NLRP3/ASC/caspase-1, beta-gal luminescence, 24 h | inhibition, % at 10 µM | hit rate 0.39% among 330,000;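 active = inhibition of 50% or more; inactive = inhibition below 50%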;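 note: plate controls were induced DMSO wells for no effect and uninduced yeast grown without galactose for full effect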
tim10-1 inh: growth inhibitors of tim10-1 mutant yeast, primary screen, luminescence, uHTS | S. cerevisiae tim10-1 ts strain growth, BacTiter-Glo, 24 h | inhibition, % at 20 µM | hit rate 2.2% among 330,000;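 active = inhibition of at least 40%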;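 note: mutant grown at 25 °C; 0% = DMSO wells with yeast and 100% = wells holding no yeast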
A3A deaminase: APOBEC3A ssDNA deaminase inhibitors, primary screen, selectivity assay for APOBEC3G inhibitor project, biochemical, FAM/TAMRA oligo cleavage fluorescence. inhibition, % at 20 µM. recombinant A3A, FAM/TAMRA ssDNA deamination fluorescence. hit rate 0.41% among 330,000. AID 493011, 2011;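 active = at least 40% inhibition at 20 µM here, with at most 30% in a related deaminase screen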;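 note: plate controls were A3A with DMSO for no effect and wells lacking A3A enzyme for full effect; some results filed as inactive read as strong as hits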
Target sequence (P31941 whole entry, looked up): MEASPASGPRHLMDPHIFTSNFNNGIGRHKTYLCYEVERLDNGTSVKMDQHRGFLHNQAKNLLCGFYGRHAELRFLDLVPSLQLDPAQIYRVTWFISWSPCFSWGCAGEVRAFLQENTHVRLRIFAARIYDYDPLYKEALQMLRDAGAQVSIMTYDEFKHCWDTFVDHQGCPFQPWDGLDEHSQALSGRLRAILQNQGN
MIN6 prolif: inducers of MIN6 beta-cell proliferation, primary screen, ATP luminescence, uHTS; MIN6 cells proliferation, ATPlite luminescence, 48 h; cells starved in 0.2% serum; 100% = growth in 10% serum; proliferation, % at 10 µM; hit rate 0.29% among 330,000;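 active = compounds whose signal lies at least 3.5 SD above the mean of all wells on their plate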;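 note: 0% = DMSO-treated cells in low-serum medium and 100% = 10% serum control; some compounds called inactive have numbers as strong as hits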
Starred values were filed as active, the others as inactive; · = not tested or not shown.

SMILES	TIM10 inh	APOBEC3G inh	mIAP inh	mIAP activ	hIAP inh	NALP3 yeast inh	tim10-1 inh	A3A deaminase	MIN6 prolif
CC1CN(S(=O)(=O)c2cccc(C(=O)N(Cc3nnc(-c4ccccc4Cl)o3)C3CC3)c2)CC(C)O1 (stereo not drawn)	-30	5	2	0.98	5	7	10	2	-4
COc1ccc(-c2csc(-n3ncc(-c4ccccn4)c3N)n2)cc1	10	-3	-10	1.1	-3	-12	12	0	-1
CCN(CC)C(=O)c1sc(NC(=O)c2ccc3c(c2)OCO3)c(C(N)=O)c1C	0	-5	-10	1.1	-31	14	19	0	-1
CCN1CCN(CCNC(=O)CS(=O)(=O)Cc2nc(-c3ccc(C)cc3)oc2C)CC1	-1	0	9	0.91	-19	12	10	0	-3
O=c1c([N+](=O)[O-])c(N2CCCCC2)c2ccccc2n1-c1ccccc1	-18	-1	7	0.93	2	7	-13	3	-2
COc1ccc(C2CC(c3c(O)cc(C)oc3=O)=NCCS2)c(OC)c1 (stereo not drawn)	35	-3	8	0.92	7	13	34	-2	-4
CN1C(=O)N(CC(=O)Nc2ccc(C(F)(F)F)cc2)C(=O)C12CCCCC2	5	-8	8	0.92	-10	1	17	-3	-2
Fc1ccc(NC(=S)N2CCN(c3ncccn3)CC2)cc1	-11	1	-9	1.1	-8	5	2	0	-2
Cc1ccccc1NC(=O)C(C)O/N=C/c1cccc([N+](=O)[O-])c1 (stereo not drawn)	8	0	4	0.96	11	25	21	-2	-2
CCOC(=O)C1C(=O)NC(N2CCCCC2)=NC1C(C)C (stereo not drawn)	0	1	-2	1	-2	4	6	2	-2
Cc1ccccc1OCC(O)CNC1CCCC1 (stereo not drawn)	1	2	-10	1.1	-2	12	-4	-7	1
Cc1cccc(C)c1NC(=O)COC(=O)C1CC(=O)N(Cc2ccccc2)C1 (stereo not drawn)	-5	-6	-2	1	-7	5	2	4	-1
COc1cc(/C=C(\C#N)c2nc3ccccc3[nH]2)ccc1O	15	-16	11	0.89	-16	30	6	-6	-4
CN(C(=O)COC(=O)C1CCN(S(=O)(=O)c2ccc(Cl)cc2)CC1)C1CCS(=O)(=O)C1 (stereo not drawn)	-1	0	-5	1.1	-12	0	5	11	-1
O=C(C1CCN(S(=O)(=O)c2cccs2)CC1)N1CCCCC1	11	-7	6	0.94	8	5	21	-6	1
O=C(CSc1nc2ccccc2[nH]1)N1c2ccccc2Sc2ccccc21	26	-9	9	0.91	19	5	46*	-1	0
COC(=O)c1c(NC(=O)Cc2cccs2)sc(C(=O)NC2CCCCC2)c1C	-1	7	6	0.94	-28	10	-6	0	-2
Cc1cccc(OCC(=O)Nc2ccncc2)c1	0	-7	3	0.97	6	20	-5	-2	-1
O=C(/C=C/c1cccs1)N1CCOCC1	-2	0	-2	1	-5	-7	-9	2	-2
COc1cc([N+](=O)[O-])ccc1NC(=O)CCS(=O)(=O)c1ccc2c(c1)n(C)c(=O)c(=O)n2C	-9	-5	-8	1.1	-16	23	-5	-2	-3
O=C(Cc1cccc(Cl)c1)Nc1ccc(Br)cc1	6	-4	-9	1.1	-16	54*	1	-1	-2
CCOC(=O)CN1CC23C=CC(O2)C(C(=O)NCc2cccs2)C3C1=O (stereo not drawn)	-4	-2	2	0.98	-10	1	8	1	0
CC(CCc1ccccc1)NC(=O)CCNS(=O)(=O)c1ccccc1C(F)(F)F (stereo not drawn)	1	-7	-5	1.1	14	2	8	-2	-5
Cc1ccc(C(=O)N(CCN2CCCCC2)CC2CCCN(C3CCCC3)C2)s1 (stereo not drawn)	-18	3	-6	1.1	6	28	-20	-1	-7
CC1(C)CC(OC(=O)c2ccco2)CC(C)(C)N1O	-11	-7	6	0.94	5	17	0	-4	-1
CC(=O)CCC1C2C(O)C(C(C)C)C(OC(=O)/C=C/c3ccccc3)CC12C (stereo not drawn)	-7	8	21	0.79	0	14	11	2	-2
Cc1cccc(NC(=O)c2ccccc2NC(=O)Cc2ccccc2)c1C	-5	-3	-9	1.1	-3	27	-10	-1	-2
CCOC(=O)N/N=C/c1c(F)c(F)c(F)c(F)c1F	13	-4	12	0.88	4	-6	17	-4	-4
C[C@H](NC(=O)c1nc[nH]c1C(=O)NCC(=O)OCc1ccccc1)C(=O)OCc1ccccc1	6	-6	13	0.87	-48	-9	20	-1	-2
COCCNC(=O)c1ccc(N2CC3CC(C2)c2cccc(=O)n2C3)c(NC(=O)c2ccc(Br)o2)c1 (stereo not drawn)	8	6	5	0.95	-33	13	0	1	-6
Cc1ccc(C(=O)N2CCN(C(=O)c3ccccc3)C2c2ccc(N(C)C)cc2)cc1 (stereo not drawn)	7	-8	0	1	7	16	15	-1	0
O=C(c1cccs1)N1CCN(c2cc(Cl)ccc2Cl)CC1	15	-8	-2	1	4	-1	38	-3	0
CCN(CC)CCNc1cc(C)nc2c1C(=O)C(=O)C=C2N1CCCCC1	-1	-2	17	0.83	24	8	7	1	-6
O=C(c1ccccc1)N1CCN(CC#CC2(O)CCCCC2)CC1	-6	-9	-7	1.1	-13	-8	-7	-6	-1
Nc1ncnc2c1ncn2[C@@H]1O[C@H](CNS(=O)(=O)c2ccc(-c3ccno3)s2)[C@@H](O)[C@H]1O	-2	0	7	0.93	·	·	18	-1	·
S=c1[nH]c(-c2ccccc2)cn1/N=C/c1cccc2ccccc12	32	-7	-9	1.1	-4	5	14	-9	-7
CCC(C(=O)Nc1ccsc1C(=O)OC)c1ccccc1 (stereo not drawn)	6	-14	0	1	3	11	0	-1	3
COc1ccccc1N1CCN(CC(=O)c2c(C)[nH]c3ccccc23)CC1	16	-5	-8	1.1	-7	2	18	1	-1
CC1(C)CC(=O)C2=C(C1)Nc1ccccc1N=C2	41*	-7	2	0.98	15	4	49*	-8	-2
C=CCSc1nc2sc3c(c2c(=O)[nH]1)CC(C)(CC)OC3 (stereo not drawn)	-30	-7	-2	1	1	6	1	-2	-2
Cc1cc(OC(C)C(=O)N2CCN(c3ccc(F)cc3)CC2)c2c(C)cc(=O)oc2c1 (stereo not drawn)	4	-8	4	0.96	34	6	19	-3	2
CC1CCCCN1C(=O)Cn1c(=O)oc2cc(S(=O)(=O)N3CCCCC3)ccc21 (stereo not drawn)	-2	-6	12	0.88	-2	11	17	-2	-3
CC1CCN(S(=O)(=O)c2ccc3c(c2)N(C)C(=O)CC(=O)N3C)CC1	4	3	-1	1	-6	16	5	5	-2
COc1cc(CN2CCN(Cc3c[nH]c4ccccc34)CC2CCO)cc(OC)c1 (stereo not drawn)	-6	2	-12	1.1	3	10	-8	-3	0
O=S(=O)(NCCN1CCOCC1)c1ccc(Cl)c(Cl)c1	-13	-6	-2	1	-9	2	-11	0	-2
CC1(C)C(=O)OC(c2cccs2)C(C)(C)C1=O (stereo not drawn)	0	5	-13	1.1	-7	15	-1	5	-1
C#CCOCCOCCOCCNc1nc(N2CCN(C(=O)[C@H]([C@@H](C)O)n3cc(CCCCN)nn3)CC2)nc(N2CCN(C(=O)[C@H]([C@@H](C)CC)n3cc(CCCN=C(N)N)nn3)CC2)n1	-6	-1	-16	1.2	16	8	7	-1	-1
CCn1c2ccccc2c2cc(NC(=O)CSc3nnc(-c4ccc(OC)c(OC)c4)n3N)ccc21	10	-8	-5	1.1	11	-2	-9	-1	-4
O=S(=O)(Oc1ccc(C(=S)N2CCOCC2)cc1)c1ccc(Cl)cc1	-1	-2	0	1	-5	18	12	-6	-1
C=CCn1c(=O)c(C(=O)NCc2ccccc2)c(O)c2ccccc21	29	1	4	0.96	10	25	-18	-1	-6

The list goes on:
SMILES	TIM10 inh	APOBEC3G inh	mIAP inh	mIAP activ	hIAP inh	NALP3 yeast inh	tim10-1 inh	A3A deaminase	MIN6 prolif
COc1ccc(-c2cc(C)no2)cc1S(=O)(=O)NCCCN1CCCCCC1	1	-8	-2	1	-21	10	11	-4	-5
COc1ccc(CCNC(=O)CSc2nc(O)c(C(C)C)c(=O)[nH]2)cc1OC	3	-3	-4	1	-12	-1	10	-2	1
CCN(C(=O)COC(=O)c1ccc(OC)c(S(=O)(=O)N2CCCc3ccccc32)c1)C1CCS(=O)(=O)C1 (stereo not drawn)	12	-5	10	0.9	2	9	0	-2	0
Cc1ccoc1C(=O)N1CCCCC1C(=O)O (stereo not drawn)	8	-1	1	0.99	-7	-15	0	-1	-2
Fc1cccc(-n2c(-c3ccco3)nc3nc4ccccc4nc32)c1	2	-4	3	0.97	9	17	-2	4	3

A portion from the list above, for reference:
SMILES	TIM10 inh	APOBEC3G inh	mIAP inh	mIAP activ	hIAP inh	NALP3 yeast inh	tim10-1 inh	A3A deaminase	MIN6 prolif
O=S(=O)(Oc1ccc(C(=S)N2CCOCC2)cc1)c1ccc(Cl)cc1	-1	-2	0	1	-5	18	12	-6	-1
C=CCn1c(=O)c(C(=O)NCc2ccccc2)c(O)c2ccccc21	29	1	4	0.96	10	25	-18	-1	-6
COc1ccc(-c2cc(C)no2)cc1S(=O)(=O)NCCCN1CCCCCC1	1	-8	-2	1	-21	10	11	-4	-5
COc1ccc(CCNC(=O)CSc2nc(O)c(C(C)C)c(=O)[nH]2)cc1OC	3	-3	-4	1	-12	-1	10	-2	1

Outcome played no part in choosing rows; 4.6% or so of the library scored in one or more.
